PP1 counter – counter-screen for PP5 inhibitors: inhibitors of human PP1-alpha; inhibition, % at 6.7 µM; P62136; purified PP1alpha, OMFP fluorescence; 0.9% of 320,000 active;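 active means inhibition above the mean inhibition of all tested compounds plus 3 SD, computed separately for each screening campaign, cut at about 15% in these data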
Target sequence (P62136 whole entry, looked up): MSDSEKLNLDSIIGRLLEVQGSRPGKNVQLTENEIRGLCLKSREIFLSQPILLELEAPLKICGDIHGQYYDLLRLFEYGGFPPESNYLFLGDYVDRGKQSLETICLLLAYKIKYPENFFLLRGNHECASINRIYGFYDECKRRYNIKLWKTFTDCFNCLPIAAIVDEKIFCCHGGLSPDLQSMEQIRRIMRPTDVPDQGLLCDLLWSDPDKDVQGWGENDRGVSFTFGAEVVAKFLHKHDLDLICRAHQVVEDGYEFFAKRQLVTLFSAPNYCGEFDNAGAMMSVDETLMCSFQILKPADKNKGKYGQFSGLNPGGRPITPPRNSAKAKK
TPT1 inh – inhibitors of Candida albicans tRNA 2'-phosphotransferase TPT1 | 0.81% of 300,000 active | inhibition, % at 5 µM | recombinant caTPT1, FP RNA substrate dephosphorylation;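 active means inhibition above the mean of all tested compounds plus 3 SD, set per screening campaign, cut at about 24% in these data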;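 further: plate controls were DMSO alone for no effect and ferristatin control at 100 nM for full effect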
PREPL inh – inhibitors of human prolyl oligopeptidase-like enzyme PREPL | Q4J6C6 | recombinant PREPL, fluorescence polarization activity-based probe | inhibition, % at 5.96 µM | 0.68% of 320,000 active; in the data active means inhibition above about 43%;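 further: 0% = enzyme with DMSO and 100% = wells lacking enzyme; many of its hits are not listed in these tables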
Target sequence (Q4J6C6 whole entry, looked up): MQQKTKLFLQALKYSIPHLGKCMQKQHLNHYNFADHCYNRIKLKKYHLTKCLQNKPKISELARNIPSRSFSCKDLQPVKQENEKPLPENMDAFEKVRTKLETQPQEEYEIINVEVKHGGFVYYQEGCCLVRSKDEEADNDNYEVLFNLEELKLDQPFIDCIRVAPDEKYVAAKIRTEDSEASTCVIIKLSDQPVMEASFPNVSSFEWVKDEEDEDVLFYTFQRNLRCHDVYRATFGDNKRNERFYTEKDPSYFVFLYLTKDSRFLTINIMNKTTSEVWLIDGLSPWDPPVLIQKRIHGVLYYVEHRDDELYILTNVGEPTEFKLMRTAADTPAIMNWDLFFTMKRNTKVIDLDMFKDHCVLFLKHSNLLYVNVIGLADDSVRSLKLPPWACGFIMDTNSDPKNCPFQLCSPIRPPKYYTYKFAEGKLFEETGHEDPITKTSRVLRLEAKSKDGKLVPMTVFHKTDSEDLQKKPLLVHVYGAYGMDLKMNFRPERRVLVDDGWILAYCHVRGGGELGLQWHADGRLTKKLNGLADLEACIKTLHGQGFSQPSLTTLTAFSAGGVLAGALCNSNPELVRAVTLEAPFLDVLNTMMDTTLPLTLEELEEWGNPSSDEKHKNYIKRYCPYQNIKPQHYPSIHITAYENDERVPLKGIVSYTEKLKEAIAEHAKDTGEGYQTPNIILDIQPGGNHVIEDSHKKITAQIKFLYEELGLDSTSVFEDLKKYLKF
HCV core dimer – HCV core protein dimerization inhibition; TR-FRET GST/Flag-core106 dimerization, 1536-well; 0.33% of 300,000 active; inhibition, % at 5 µM;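 active means inhibition above the mean of all tested compounds plus 3 SD, set per screening campaign, cut at about 45% in these data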
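Assay system: GST-tagged and Flag-tagged HCV core protein residues 1-106 / Times: compound-protein-antibody incubation 4 h at 22.5 °C / Signal: time-resolved FRET, ex 340 nm, em 617 and 671 nm / Evaluation: % inhibition based on acceptor/donor emission ratio / Benchmarks: wells lacking GST-core106 and wells with excess unlabelled core106 / Repeats: singlicate, one well per compound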
EBNA-1 inhibitor – blocks EBNA-1 binding to DNA. EBNA-1 DNA binding, fluorescence polarization. inhibition, % at 14.8 µM. 0.34% of 300,000 active. AID 1950; in the data active means inhibition above about 28%
CTSL1 counter – counter-screen for PFM18AAP inhibitors: inhibitors of F. hepatica cathepsin L1; inhibition, % at 5.96 µM; 0.49% of 300,000 active; recombinant F. hepatica cathepsin L1, Z-Leu-Arg-MCA fluorescence;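 active means inhibition above the mean of all tested compounds plus 3 SD, set per screening campaign, cut at about 17% in these data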;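 further: 0% = plate median of test compound wells and 100% = 1 µM Z-Phe-Ala-diazomethylketone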
Efflux pump mplx – antifungal efflux pump inhibition, Nile Red retention; S. cerevisiae Candida pump triplex; inhibition, % at 10 µM; 0.44% of 330,000 active;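 active means plate passing quality check with inhibition over a set limit, or well fluorescence over plate mean plus 4 SD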;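 further: Nile Red retained in pooled yeast measured as flow cytometry median fluorescence; 0% = buffer negative control and 100% = Enniatin B positive control; higher means more Nile Red kept so more efflux inhibition; some compounds called inactive have numbers as strong as hits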
PP5 primary – PP5 (human) phosphatase inhibition; 0.18% of 320,000 active; purified PP5c, OMFP substrate fluorescence; inhibition, % at 6.7 µM; P53041;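 active means inhibition above the campaign's mean inhibition across all tested compounds plus 3 SD, cut at about 9.5% in these data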;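 further: 0% = DMSO only and 100% = 100 µM cantharidin control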
ZTA DNA inh – blocks Epstein-Barr virus ZTA, an EBNA-1 counter-screen | P03206 | ZTA-DNA binding, fluorescence polarization | inhibition, % at 11 µM | 0.15% of 320,000 active | AID 2234; in the data active means inhibition above about 33%
Active calls of the source: *; nt = not tested or not shown. Not all compounds are listed. The share of hits here may be higher or lower than overall.

SMILES	PP1 counter	TPT1 inh	PREPL inh	HCV core dimer	EBNA-1 inhibitor	CTSL1 counter	Efflux pump mplx	PP5 primary	ZTA DNA inh
Cc1cccc(NC(=O)CC(C)S(=O)(=O)c2ccc3c(c2)NC(=O)CO3)c1C (stereo not drawn)	-2	0	9	-4	-20	-9	-0.1	1.9	-6
CC(C)OC(=O)CSc1nc2c(cc1C#N)CCCCC2	-3	0	0	16	-1	2	0.0	0.8	6
CCOc1ccc(CCNC(=O)c2cc([N+](=O)[O-])ccc2N2CCOCC2)cc1OCC	4	-5	3	-16	0	1	0.3	3.0	-10
CC(=O)Nc1cc(C(=O)O)ccc1S(=O)(=O)c1ccc(Cl)cc1	-6	0	1	-4	-11	-3	0.0	2.5	9
COC(=O)c1cccc(Cn2nnc3ccccc3c2=O)c1	0	-3	-9	0	-9	2	0.0	4.3	1
Nc1c(C(=O)NC2CC2)sc2nc3c(c(-c4ccco4)c12)CC/C3=C/c1ccco1	54*	36*	34	104*	46*	10	0.4	1.5	11
Cc1ccc(OCC(=O)NC(=S)Nc2cccc(C)n2)cc1	-1	-3	2	-5	11	0	0.0	-1.8	17
O=S(=O)(c1ccc(Br)s1)N1CCNCC1	-6	0	-3	0	-6	-1	0.0	-1.0	-4
CC(Sc1nnc(Nc2ccccc2F)s1)C(=O)NC1CC1 (stereo not drawn)	1	nt	10	nt	nt	nt	-0.2	-0.1	-9
CCN(C(=O)CSc1cc(-c2ccccc2)c2ccc(OC)cc2n1)C1CCS(=O)(=O)C1 (stereo not drawn)	6	-3	7	12	-2	1	0.0	3.5	-3
Cc1ccc(S(=O)(=O)N2CCN(C(=O)C3CCCO3)CC2)cc1 (stereo not drawn)	-3	-3	11	1	-11	0	0.2	4.6	2
Cc1cc(N/N=C/c2ccc(N(C)C)cc2)c2ccccc2n1	2	-4	-4	-2	-10	-3	-0.2	4.0	-10
Cc1cc(C(=O)N/N=C/c2ccc(-c3ccc([N+](=O)[O-])cc3Cl)o2)n[nH]1	1	14	-3	-11	2	4	-0.2	1.1	4
CCc1nc2ccc(C(=O)N3CCN(c4cccc(C)c4C)CC3)cc2nc1CC	-3	0	5	7	10	6	0.2	0.5	-5
CCS(=O)(=O)N1CCCC(C(=O)NCCCOC)C1 (stereo not drawn)	-7	4	13	-2	11	1	0.0	-2.1	7
CCc1cc(C(=O)NNC(=S)Nc2cccc(C)c2)cs1	2	-2	5	-4	1	0	0.0	1.9	-12
Cc1ccccc1NC(=S)N1CCN(C(=O)c2ccco2)CC1	-1	-5	13	-5	3	3	-0.1	-2.5	-3
O=C(CCCc1ccccc1)Nc1nccs1	-4	-7	-3	-1	-5	3	0.0	-1.1	-3
CC(NC(=O)C1CCC(CNS(=O)(=O)c2ccccc2)CC1)c1ccc2c(c1)OCCO2 (stereo not drawn)	-2	-3	1	6	1	1	-0.1	0.3	13
COc1ccc(-c2nc(N=Nc3ccc(O)cc3)n[nH]2)cc1	0	6	7	-26	-7	2	-0.1	2.0	11
COc1ccc(NC(=O)C2C3CCC4C(CCC32)C4(Cl)Cl)cc1 (stereo not drawn)	1	-2	4	1	-1	-1	0.0	1.0	-12
O=C(c1cccnc1)N1CCC(Oc2ccc(C(=O)N3CCCC(O)C3)cc2)CC1 (stereo not drawn)	13	-1	6	-16	-5	2	-0.2	0.1	-12
COCc1cccc(NC(=O)CCc2ccccc2)c1	-3	5	-3	-2	2	3	-0.1	-1.2	-3
Clc1ccc(Cn2cc(/C=N/n3cnnc3)c3ccccc32)c(Cl)c1	12	-3	-9	10	1	1	0.1	2.8	6
Cc1ccsc1/C=N/n1c(=S)[nH]nc(C)c1=O	-8	-2	-2	-12	-4	6	-0.2	1.0	4
(list continues)
SMILES	PP1 counter	TPT1 inh	PREPL inh	HCV core dimer	EBNA-1 inhibitor	CTSL1 counter	Efflux pump mplx	PP5 primary	ZTA DNA inh
CCNc1ccc(S(=O)(=O)N2CCCCC2)cn1	-7	nt	-2	nt	nt	nt	0.1	0.2	-6
CCOc1ccc(C(=O)Nc2ccc3[nH]ncc3c2)cc1	-9	0	11	-3	5	0	0.3	2.7	-2
N=c1oc2ccccc2cc1C(=O)Nc1cccc(F)c1	-8	-3	0	12	1	0	0.2	1.6	7
O=S(=O)(/N=C(\c1ccc(Cl)cc1)N1CCOCC1)c1ccccc1	-5	1	12	0	10	-4	0.1	-1.4	2
CC(C)C(=O)OC/C(O)=C(\C#N)c1nc2ccccc2[nH]1	-3	12	10	14	-10	1	0.0	2.8	-14
Cc1cnc(C(=O)OCC(=O)Nc2cccc(Cl)c2)cn1	3	-6	13	-9	-2	-3	-0.1	3.2	-15
CC[n+]1c(/C=C/c2ccc(N(C)C)cc2)ccc2ccccc21	5	9	-2	-56	4	-1	11*	8.8	11
CCCCNC(=O)C1CC(=O)N(CCC(C)C)C1 (stereo not drawn)	-5	1	3	0	-2	-3	0.1	0.0	16
O=C(CSCC(=O)Nc1cccc([N+](=O)[O-])c1)Nc1ccccc1	2	-1	-6	5	5	-2	0.1	3.3	9
O=C1NC2(CCCCCC2)C(=O)N1Cc1ccccc1F	-1	-2	7	-5	-14	-1	0.0	0.7	0
Cn1c(=O)[nH]c(=O)c2c1nc(CN1CCN(c3ccccc3F)CC1)n2CCCc1ccccc1	9	0	1	8	-3	2	-0.1	1.3	-34
COc1ccc2c3n(nc2c1)CCN=C3c1ccc(C)cc1	2	-2	4	-4	5	3	0.0	1.8	-14
COc1ccc(-c2nc(CN3CCC(C(=O)NC4CCN(Cc5ccccc5)CC4)CC3)c(C)o2)cc1OC	-3	-1	7	3	4	9	0.0	-1.7	4
Cc1c(Cl)cccc1NC(=S)N(Cc1ccco1)C(C)c1ccccn1 (stereo not drawn)	-4	1	4	-1	2	0	0.2	0.1	-4
S=C(Nc1ccc(Cc2ccncc2)cc1)Nc1cccc(Cl)c1	-3	-2	2	3	4	2	-0.2	1.2	22
COc1ccc(CN(C(=O)c2ccc(-c3ccccc3)[nH]2)C(C(=O)NC(C)(C)C)c2ccncc2)cc1 (stereo not drawn)	3	-1	-6	5	-4	-1	0.2	2.0	-22
C1CCc2c(nc3nnnn3c2NCC2CC2)C1	-4	-1	4	-1	-14	-1	0.2	-1.6	3
Cc1ccc(C(=O)COC(=O)c2ccc(O)cc2)cc1	-2	2	-3	-5	-19	1	0.0	2.8	6
COc1ccc(N2C(=O)CCC(C(=O)N3CCOCC3)C2c2ccc(F)cc2)cc1 (stereo not drawn)	-2	2	0	0	-5	-2	-0.1	5.5	-2
S=C(NCCc1ccccc1)N1CCn2cccc2C1c1ccncc1 (stereo not drawn)	0	1	7	-1	3	0	0.0	0.2	1
O=C(NC(=S)Nc1ccccc1N1CCCCC1)c1cccs1	-2	-2	9	4	-6	5	-0.1	-1.7	-6
CCOc1ccc(C2C(C(=O)c3ccc(C)o3)=C(O)C(=O)N2Cc2cccnc2)cc1 (stereo not drawn)	15*	3	8	1	-6	9	0.2	0.6	5
CCCn1c(CN2CCN(C(=O)OCC)CC2)nc2cc(NC(=O)CC)ccc21	-1	-2	5	9	10	6	0.5	-0.3	7
C1=CC2CC1CC2CNCc1ccco1 (stereo not drawn)	-4	0	2	6	8	1	0.0	-1.1	15
Cc1ccc(NC(=O)N2CCCCCC2)cc1C	-4	4	-1	4	-6	-1	0.3	3.5	-9
The listing continues:
SMILES	PP1 counter	TPT1 inh	PREPL inh	HCV core dimer	EBNA-1 inhibitor	CTSL1 counter	Efflux pump mplx	PP5 primary	ZTA DNA inh
Nc1c(C(=O)NCc2ccco2)nnn1-c1ccccc1	-4	3	-4	-8	-9	1	0.1	4.1	-25
O=C1COc2ccc(S(=O)(=O)N3CCCCCC3)cc2N1	0	-1	0	1	-15	-2	0.1	2.1	0
CC(=O)NS(=O)(=O)c1ccc2c(c1)Cc1cc(S(=O)(=O)NC(C)=O)ccc1-2	4	-2	-9	9	3	-1	0.0	0.4	-7
Cc1cc(C)c(C)c(S(=O)(=O)Nc2cccnc2)c1C	-2	-4	0	-1	0	1	-0.1	2.2	10
O=C(O)C(C(=O)/C=C/c1ccco1)=C1SCCS1	3	1	1	21	-4	3	0.1	2.0	3
CC(C)(C)c1ccc(/C=C(\C#N)C(=O)NC2CC2)cc1	1	-2	-1	3	-3	-4	0.0	-1.1	-3
Cc1cc(NC(=O)CCC(=O)N(c2cccc(F)c2)C(C(=O)NC2CCCC2)c2ccccc2)no1 (stereo not drawn)	-1	-2	2	9	-6	0	-0.1	1.7	-2
CCCC(=O)NC(c1ccc(OC)c(OC)c1)c1c(O)ccc2ccccc12 (stereo not drawn)	0	0	2	-2	10	1	-0.2	-0.8	4
CCN(CC)S(=O)(=O)c1ccc(/C=C/C(=O)Nc2ccc(Br)cc2F)cc1	0	0	3	3	-5	1	0.3	1.2	8
CCOc1ccc(C(=O)Nc2cccc(C(=O)O)c2)cc1Cl	-1	0	-3	1	-3	-4	-0.1	1.5	16
COc1cc(OC)cc(C(=O)N[C@H](C(=O)Nc2ccccc2N2CCOCC2)C(C)C)c1	-2	1	9	-2	0	-2	0.1	0.4	0
Cc1cc(C(=O)Nc2ccccc2)c2ccccc2n1	2	5	16	-4	-13	1	0.1	2.5	6
Nn1cnn(Cc2ccccc2)c1=S	0	4	-4	-1	-4	0	0.0	0.0	7
COc1ccccc1N1CCN(CC(=O)c2c(C)[nH]c3cc(C)ccc23)CC1	2	-2	7	-3	-3	-1	0.0	4.3	7
Cc1nccn1CC(=O)N/N=C/c1cccc(O)c1	-3	-1	7	-2	-6	-1	0.0	-0.4	-5
CSc1ccc(CNc2ccc(C)cc2)cc1	-1	-8	28	-2	0	2	-0.1	1.2	-6
CCN1C(=O)[C@H]2[C@@H](c3ccc(-c4ccc(Cl)c(Cl)c4)c(OC)c3)N[C@@](C)(C(=O)OC)[C@H]2C1=O	-2	0	18	2	-2	7	0.1	1.9	13
Cc1nc(Nc2nc3ccccc3o2)nc2c1CCC2	-2	-1	8	0	4	3	-0.1	3.6	6
O=C(COC(=O)c1ccc(S(=O)(=O)NCc2ccco2)cc1)Nc1ccc(Cl)cn1	6	-1	1	11	7	-5	-0.1	2.6	-3
Cc1ccc2c(Cl)c(C(=O)Nc3cccnc3)sc2c1	0	3	3	5	-6	0	0.6	3.1	-7
O=C(CNC(=O)c1ccco1)OCC(=O)c1ccccc1Cl	-1	-2	-2	-6	-6	-2	0.1	0.9	4
Cc1ccc([N+](=O)[O-])cc1NC(=S)NC(=O)C(C)(C)C	5	-2	3	-2	-5	1	-0.2	-0.4	18
O=C(Nc1cccnc1)c1ccc2c(c1)OCO2	-4	0	14	3	-1	-1	0.0	0.3	-13
Cc1ccc(C(=O)N2CCCC2)cc1S(=O)(=O)Nc1ccccc1	1	2	6	-10	-4	0	0.1	-4.9	10
O=C(CNC(=O)c1ccc2c(c1)OCCO2)N/N=C/c1ccc([N+](=O)[O-])cc1	1	-5	0	5	-6	3	-0.2	1.9	0
CC(Oc1ccccc1)c1ccn[nH]1 (stereo not drawn)	1	-2	12	0	-14	-1	0.3	2.8	11

Part of the list above in a different format.
O=C(O)C(C(=O)/C=C/c1ccco1)=C1SCCS1
- PP1 counter: 3
- TPT1 inh: 1
- PREPL inh: 1
- HCV core dimer: 21
- EBNA-1 inhibitor: -4
- CTSL1 counter: 3
- Efflux pump mplx: 0.1
- PP5 primary: 2.0
- ZTA DNA inh: 3
CC(C)(C)c1ccc(/C=C(\C#N)C(=O)NC2CC2)cc1
- PP1 counter: 1
- TPT1 inh: -2
- PREPL inh: -1
- HCV core dimer: 3
- EBNA-1 inhibitor: -3
- CTSL1 counter: -4
- Efflux pump mplx: 0.0
- PP5 primary: -1.1
- ZTA DNA inh: -3
Cc1cc(NC(=O)CCC(=O)N(c2cccc(F)c2)C(C(=O)NC2CCCC2)c2ccccc2)no1 (stereo not drawn)
- PP1 counter: -1
- TPT1 inh: -2
- PREPL inh: 2
- HCV core dimer: 9
- EBNA-1 inhibitor: -6
- CTSL1 counter: 0
- Efflux pump mplx: -0.1
- PP5 primary: 1.7
- ZTA DNA inh: -2
